From PubChem
ST2 inh: inhibitors of human ST2 (IL1RL1) binding to IL-33, primary screen, biochemical, AlphaLISA; Interleukin-1 receptor-like 1 (Homo sapiens), Q01638; AlphaLISA ST2-Fc/biotin-IL-33 interaction, 1 h; inhibition, % for hits at 17 µM; 78,000 tested, 2.3% active; in the data active = inhibition above about 30%; inconclusive = mostly about 10% to 28%
Target sequence (Q01638 whole entry, looked up): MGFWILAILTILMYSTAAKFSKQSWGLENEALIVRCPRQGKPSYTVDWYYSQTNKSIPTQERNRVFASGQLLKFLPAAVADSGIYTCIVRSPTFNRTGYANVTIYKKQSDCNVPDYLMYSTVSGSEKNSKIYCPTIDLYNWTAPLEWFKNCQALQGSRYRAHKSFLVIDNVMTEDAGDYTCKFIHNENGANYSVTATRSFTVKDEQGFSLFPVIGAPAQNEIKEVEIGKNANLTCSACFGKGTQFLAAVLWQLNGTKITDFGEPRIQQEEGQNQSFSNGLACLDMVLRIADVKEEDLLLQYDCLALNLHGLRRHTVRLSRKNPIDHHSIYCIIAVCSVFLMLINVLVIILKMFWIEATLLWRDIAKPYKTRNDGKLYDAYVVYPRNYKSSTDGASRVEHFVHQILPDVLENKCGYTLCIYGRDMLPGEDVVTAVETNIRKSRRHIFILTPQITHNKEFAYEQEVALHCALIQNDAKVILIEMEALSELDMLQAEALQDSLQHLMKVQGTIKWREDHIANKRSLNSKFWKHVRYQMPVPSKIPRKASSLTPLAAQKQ
* = called active by the depositor; i = inactive; ? = inconclusive. Not all compounds are listed; count on the stated rates, not on these rows.

Start of the listing, in advance (2 entries):
SMILES	ST2 inh
O=C1CC(c2ccco2)CC(O)=C1C=NCCN1CCNCC1 (stereo not given)	i
CCOc1ccccc1CN1CCN(Cc2ccc3c(c2)OCO3)CC1	i

The list itself, repeating the preview:
SMILES	ST2 inh
O=C1CC(c2ccco2)CC(O)=C1C=NCCN1CCNCC1 (stereo not given)	i
CCOc1ccccc1CN1CCN(Cc2ccc3c(c2)OCO3)CC1	i
O=C(CN1CCOCC1)Nc1cc(C(F)(F)F)ccc1Cl	?
CCCn1ccnc1CN1CC[C@H](CO)[C@H](O)C1	i
CC(C)CCNC(=O)c1cc(=O)[nH]c2ccc(S(=O)(=O)N(C)C3CCCCC3)cc12	i
COc1ccc2nc3oc(C(=O)Nc4cc(Cl)c(OC)cc4OC)cc3cc2c1	?
O=C(Nc1cccc(C(F)(F)F)c1)C1CCN(S(=O)(=O)c2cccs2)CC1	i
COc1ccccc1-n1c(O)c(C=Nc2ccc(Br)cc2)c2ccccc2c1=O	?
Nc1ccnc(-c2cccc3cccnc23)c1	?
Cc1cccc(-n2ncc3c(N)ncnc32)c1	i
CCS(=O)(=O)N1CCCC(C(=O)NCCN2CCCC2)C1 (stereo not given)	i
CN(Cc1nc2ccccc2[nH]1)C(=O)C1CCC(=O)N(CCCc2ccccc2)C1 (stereo not given)	i
N#Cc1cc2c(nc1SCC(=O)Nc1ccccc1C(=O)O)CCC2	?
CCn1ncnc1-c1c(-c2ccccc2)ncn1CCc1nc(C(C)C)no1	i
O=S(=O)(NC1CCCCC1Sc1ccccn1)c1ccccc1 (stereo not given)	i
CCc1ccc(CN2CCCC(c3n[nH]c(=O)n3-c3ccccc3)C2)nc1 (stereo not given)	?
O=C(C1CCC(O)CC1)N1CCCC(CCc2ccc(F)cc2)C1 (stereo not given)	?
CN1CC2(CCN(C(=O)CCNC(=O)c3ccc(F)cc3)C2)OC1=O (stereo not given)	?
Cc1nonc1CN(C)C(=O)CCNC(=O)c1ccccc1F	i
O=C1CO[C@H]2CN(Cc3ccc(F)c(F)c3)C[C@H]2N1CC1CC1	i
CC1CCC2C(=O)N(c3ccc(Cc4ccncc4)cc3)C(=O)C2C1 (stereo not given)	i
COc1ccc(NC(=O)CCCn2nc([N+](=O)[O-])cc2C)c(OC)c1	i
O=c1[nH]c(NCc2ccco2)nnc1Cc1ccccc1	i
O=C(CN1CCCCC1)N1c2ccccc2Sc2ccc(C(F)(F)F)cc21	i
CCCC(=O)Nc1c(C(=O)OCC)[nH]c2ccc(F)cc12	?
CCCC(=O)Nc1ccccc1NC(=O)c1ccc(Br)o1	i
CCCCNC(=O)c1cc(=O)[nH]c2ccc(S(=O)(=O)N3CCCC3)cc12	i
O=C(NCCN1CCN(c2ccccc2F)CC1)c1cccn2c(=O)c3ccccc3nc12	i
Cc1ccc(C2C(C#N)=C(N)OC3=C2C(=O)CCC3)cc1 (stereo not given)	i
COc1ccc(/C=C2/C(=O)N(c3ccc(Cl)c(Cl)c3)N=C2C)cc1Br	i
CCC(NC(=O)CNC)c1nc(C)c(C)s1 (stereo not given)	i
COc1ccc(OC)c(C2NC(c3cc(OC)ccc3OC)C(C)C(C)(O)C2C)c1 (stereo not given)	i
O=C(c1cccn2c(=O)c3cc4ccccc4cc3nc12)N1CC=C(c2ccccc2)CC1	i
Cc1c(C=O)c2ccccc2n1CC(=O)NCc1ccco1	?
O=C(NC1CCCCC1)c1cc2c(=O)oc3ccccc3c2s1	i
Cc1ccc2oc(=O)n(CCc3n[nH]c(CCc4ccccc4)n3)c2c1	i
CC(O)CNc1nc2c(c(=O)n(C)c(=O)n2C)n1Cc1ccc(Cl)c(Cl)c1 (stereo not given)	i
COc1ccc(OC)c(C2CC(=O)N3CN(Cc4ccco4)CSC3=C2C#N)c1 (stereo not given)	i
Cc1ccc(S(=O)(=O)Nc2ccccc2F)cc1	i
O=C(O)c1ccc2c(=O)n(-c3ccc(F)cc3)c(=O)[nH]c2c1	i

Next section; it opens with the three that closed the last part.
SMILES	ST2 inh
COc1ccc(OC)c(C2CC(=O)N3CN(Cc4ccco4)CSC3=C2C#N)c1 (stereo not given)	i
Cc1ccc(S(=O)(=O)Nc2ccccc2F)cc1	i
O=C(O)c1ccc2c(=O)n(-c3ccc(F)cc3)c(=O)[nH]c2c1	i
O=S1(=O)N=C(Nc2cccc(O)c2)c2ccccc21	i
CC(C)SCC(=O)N1CC[C@@H](c2ccc3c(c2)OCO3)[C@H](O)C1	?
CN1CCCn2nc(C(=O)NCCc3cnn(-c4ccccc4)c3)cc2C1	i
CCCCOc1ccc(C2C(=O)N(C3CCCCC3)CC(=O)N2CC2CCCO2)cc1 (stereo not given)	i
Cn1c2ccccc2c2nnc(SCC(=O)Nc3ccccc3F)nc21	i
CCC(C(=O)N1CCN(c2ccccn2)CC1)c1ccccc1 (stereo not given)	i
C=CCN(C(C)=O)c1nc(C)c(Br)c(OC)n1	?
COc1ccc(C(C)NC(=O)Cc2ccc(Br)cc2)cc1 (stereo not given)	i
O=C(O)CN1C(=O)COc2ccc(Cl)cc21	i
COc1ccc(C2CC(c3ccccc3Cl)n3ncnc3N2)cc1 (stereo not given)	i
CCc1ccc(C2CC(c3ccccc3)Nc3ncnn32)cc1 (stereo not given)	i
O=C(O)/C(=C/c1ccc2c(c1)OCO2)NC(=O)c1ccc(Br)cc1	i
O=C1C2C3CCC(C3)C2C(=O)N1c1ccc(Cl)cc1F (stereo not given)	?
c1ccc2[nH]c(CC3CCCN(Cc4cc5n(n4)CCCNC5)C3)nc2c1 (stereo not given)	i
CC(C)Cc1cn(CC2CCCN(C(=O)C3=CC(=O)CC(C)(C)O3)C2)nn1 (stereo not given)	i
COc1cccc(Cn2c(CNS(=O)(=O)c3ccc4c(c3)CCCC4)nc3cccnc32)c1	i
CNC(=O)CN(C1CCCCC1)S(=O)(=O)c1ccccc1	i
O=[N+]([O-])c1ccc(OCCOCCO)cc1	i
CC(C)C(NC(=O)C1CCCCC1)C(=O)Nc1ccc2c(c1)OCCO2 (stereo not given)	?
O=C(Nc1ccc(Cl)c(Cl)c1)c1ccccc1[N+](=O)[O-]	?
COc1ccc(-n2ncc3c(N4CCOCC4)ncnc32)cc1	?
O=C(NCCCc1ccccc1)c1cc2ccccn2n1	?
Oc1ccccc1O	i
Cc1ccc(CSC2=NCCN2C(=O)c2ccccc2)cc1	i
CCN(C(=O)C1CCC(CNS(=O)(=O)c2cccc3nsnc23)CC1)c1ccccc1 (stereo not given)	i
COC(=O)c1c(NC(=O)COc2ccccc2Br)sc2c1CCC(C)C2 (stereo not given)	i
CC1=NC(Nc2nc(C)c3ccccc3n2)=NC(C)(C)C1	36%*
COc1cc(Br)c(C2CC(=O)Nc3ccc4ccccc4c32)cc1OC (stereo not given)	i
O=C(NC[C@H]1O[C@@H](CO)[C@@H](O)[C@H]1N1CCc2ccccc2C1)Nc1ccccc1	i
C=CCNC(=O)C1CC=CCC1C(=O)NCCc1ccccc1 (stereo not given)	i
Cn1c(C(=O)N2CCCCCC2)cc2c(=O)n3ccccc3nc21	i
COc1ccc(-c2n[nH]c(C)c2Oc2ccccc2)c(O)c1OC	?
Cc1cc2cc(C(=O)NCc3noc(Cc4ccccc4)n3)ccc2o1	i
COc1cccc(CNc2nc(-c3nnc(-c4ccc(C)cc4)o3)nc3ccccc23)c1	i
COc1ccc2cc(C(=O)Nc3ccccc3)c(=Nc3ccc(F)cc3)oc2c1	?
COc1ccc(OC)c(-c2cc(C(=O)N3CCCc4ccccc43)no2)c1	i
CC(c1ccccc1)n1cnc2c(oc3ccccc32)c1=O (stereo not given)	?
CC(=O)Nc1nc(-c2ccc(Cl)cc2)nc2c1c(=O)oc1ccccc12	i
O=C(O)c1cccc(CC2CCN(Cc3ccncc3)CC2)c1	i
Cc1cccc(C2=N/C(=C\c3cccc(C(F)(F)F)c3)C(=O)O2)c1	32%*

6 entries picked at random from the list so far, as already listed:
SMILES	ST2 inh
Cn1c(C(=O)N2CCCCCC2)cc2c(=O)n3ccccc3nc21	i
COC(=O)c1c(NC(=O)COc2ccccc2Br)sc2c1CCC(C)C2 (stereo not given)	i
O=C(NCCCc1ccccc1)c1cc2ccccn2n1	?
Cc1ccc(CSC2=NCCN2C(=O)c2ccccc2)cc1	i
COc1ccc(OC)c(-c2cc(C(=O)N3CCCc4ccccc43)no2)c1	i
CC1=NC(Nc2nc(C)c3ccccc3n2)=NC(C)(C)C1	36%*

Following part
SMILES	ST2 inh
COc1ccc(F)c(F)c1-c1nccn1CCCc1nn[nH]n1	i
O=C(CSc1nc2ccccc2[nH]1)Nc1cc(C(F)(F)F)ccc1Cl	?
CCc1nc(Cn2nc(C3CCCNC3)n(-c3ccccc3)c2=O)cs1 (stereo not given)	?
COc1ccc(CN=Cc2ccc(OC3CSC3)cc2)cc1	?
CC(C)Oc1ccc(C(=O)Nc2ccc(-c3nc4ncccc4o3)cc2)cc1	?
Cc1cccc(C(C)C)c1NC(=O)c1ccc(F)cc1	?
C1CCCCCC2(CCCCC1)OCC(CN1CCCC1)O2 (stereo not given)	i
COc1ccc(OC)c(Cc2nnc(CCC(=O)NC3CCCCCCC3)o2)c1	i
CC(C)c1cc(NC2CC(=O)N(CC(C)(C)C)C2)nc(C(F)(F)F)n1 (stereo not given)	31%*
O=C1NC(c2ccc(Cl)cc2)Nc2sc3c(c21)CCCC3 (stereo not given)	?
O=c1/c(=C\c2ccc(-c3ccccc3[N+](=O)[O-])o2)sc2nc3ccccc3n12	i
Cc1[nH]nc(SCC(=O)N2CCN(Cc3ccccc3)CC2)c1[N+](=O)[O-]	?
COc1ccc([N+](=O)[O-])cc1CSc1nnc(N)s1	i
CCOC(=O)CSc1nc2c(c(=O)n1-c1ccc(C)cc1)SCC2	i
O=C(CCn1c(=O)c2sccc2n(Cc2cccc(Cl)c2)c1=O)NCc1ccccc1	i
O=C(O)c1cncc(-c2cccc3c2CCNC3)c1	i
NC(=O)CSC1=Nc2ccccc2C2=NC(Cc3c[nH]c4ccccc34)C(=O)N12 (stereo not given)	?
Cn1cc(CN(CCO)Cc2cccs2)c(-c2cccc(Cl)c2)n1	i
CCOc1ccccc1N1C(=O)c2c(C)nc3ccccc3c2C1=O	?
CN(C)CCN(Cc1cccs1)c1ccccn1	?
CC(C)Cn1cnc2sc3c(c2c1=N)CCCCC3	i
CC(=O)c1ccc(NC(=O)N2CCC(n3cc(-c4ccsc4)nn3)CC2)cc1	i
CCc1ccc(S(=O)(=O)N2CCN(c3nc(C)cc(Nc4ccc(C)cc4)n3)CC2)cc1	i
Cn1c(OCc2cccnc2)nc2c1c(=O)n(Cc1ccc(Cl)cc1)c(=O)n2C	i
COc1ccccc1NC(=O)CCNC(=O)c1ccc2c(c1)CCO2	?
CCCCN(c1ccccc1)S(=O)(=O)c1cccc2cccnc12	i
Cc1cc(C(=O)Nc2nnc(-c3ccccc3)s2)c(C)o1	i
C=CCN(Cc1ccccc1OC)C(=O)c1c(C)nn(C)c1C	i
CCCC(=O)N1c2ccccc2NC2=C(C(=O)CCC2)C1c1cccs1 (stereo not given)	i
CCOc1cc(C)c2c(=O)c(Oc3ccccc3)c(C(F)(F)F)oc2c1	i
COc1ccc(NS(=O)(=O)c2ccc(NC(=O)c3cccc([N+](=O)[O-])c3)cc2)cc1	?
Cc1c(N2C(=O)c3ccccc3C2=O)c(=O)n(-c2ccccc2)n1C	i
CCn1nc(C)c(-c2c(-c3ccccc3)ncn2CCc2ccncc2)c1C	i
OCc1nc2ccc(-c3ccc(F)cc3Cl)cc2[nH]1	?
c1ccc(-c2ncn(C3CCSC3)c2-c2cccn2-c2ncccn2)cc1 (stereo not given)	?
Nc1nc(Cn2nnc(-c3ccc(F)cc3)n2)nc(N2CCOCC2)n1	i
FC(F)(F)c1cc(-c2ccccc2)nc(-n2cc(Br)cn2)n1	i
O=C(NCc1ccccc1Cn1cccn1)c1ccc(-n2cnnc2)cc1	i
CN(C)S(=O)(=O)c1ccc(C(=O)N2CCN=C2SCc2ccccc2)cc1	i
O=C1C(=O)N(CCc2ccccc2)C(c2ccc(Cl)cc2)C1=C(O)c1ccccc1 (stereo not given)	i

Molecules listed so far that contain a CF3 group:
SMILES	ST2 inh
O=C(CN1CCOCC1)Nc1cc(C(F)(F)F)ccc1Cl	?
O=C(Nc1cccc(C(F)(F)F)c1)C1CCN(S(=O)(=O)c2cccs2)CC1	i
O=C(CN1CCCCC1)N1c2ccccc2Sc2ccc(C(F)(F)F)cc21	i
Cc1cccc(C2=N/C(=C\c3cccc(C(F)(F)F)c3)C(=O)O2)c1	32%*
O=C(CSc1nc2ccccc2[nH]1)Nc1cc(C(F)(F)F)ccc1Cl	?
CC(C)c1cc(NC2CC(=O)N(CC(C)(C)C)C2)nc(C(F)(F)F)n1 (stereo not given)	31%*
CCOc1cc(C)c2c(=O)c(Oc3ccccc3)c(C(F)(F)F)oc2c1	i
FC(F)(F)c1cc(-c2ccccc2)nc(-n2cc(Br)cn2)n1	i

The listing continues.
SMILES	ST2 inh
Cc1noc(-c2ccc(N(C)Cc3cccnc3)nc2)n1	i
C=CCN(CC=C)CCOc1ccccc1OCC	i
O=C(NCc1cccc(Cl)c1)c1cnc2n(c1=O)CCS2	i
O=C(Nc1ccccc1[N+](=O)[O-])c1cccc(S(=O)(=O)N2CCCCC2)c1	43%*
CCN1Cc2nc(OC)c(CNC(=O)c3cnn4ccn(C)c34)cc2C1=O	i
O=C(c1ccc2nc3ccccc3c(=O)n2c1)N1CCN(c2ccccc2F)CC1	?
O=C1C(Nc2ccccc2)=CC(c2ccccc2[N+](=O)[O-])N1c1ccccc1 (stereo not given)	30%*
O=C(COc1ccc(Br)cc1Br)Nc1ccccc1F	i
Cn1c(C(=O)NCC2CCCO2)cc2c(=O)n3ccccc3nc21 (stereo not given)	i
CCc1c(C)c(C#N)c2nc3ccccc3n2c1-n1ccnc1C	i
CCc1ccccc1NC(=O)COc1ccccc1C(=O)Nc1cccnc1	i
COc1cc([N+](=O)[O-])ccc1NC(=O)c1c(F)cccc1F	i
CC(NC(=O)[C@H](Cc1ccccc1)N1Cc2ccccc2C1=O)c1cccs1 (stereo not given in full)	i
Cc1ccsc1CN1CCN(c2ccc(F)cc2)CC1	?
CC(C)CN1CC(C(=O)NCc2cnn3ccccc23)CC1=O (stereo not given)	i
CC1CCCCC1NC(=O)C1Cc2ccccc2CN1S(C)(=O)=O (stereo not given)	i
NC(=O)OCC(COC(N)=O)c1ccccc1	?
